ZTA counter – blocks Epstein-Barr virus ZTA, an EBNA-1 counter-screen; ZTA-DNA binding, fluorescence polarization; P03206; 320,000 tested, 0.15% active; inhibition, % at 11 µM; in the data active = inhibition above about 33%
PAFAH1B2 inh – PAFAH1B2 enzyme inhibitors, primary screen, biochemical, fluorescence polarization, human; Platelet-activating factor acetylhydrolase IB subunit alpha2 (Homo sapiens), P68402; recombinant PAFAH1B2, FP-rhodamine activity probe; inhibition, % at 3.39 µM; 340,000 tested, 1.2% active;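 active = inhibition above the mean of all tested compounds plus 3 SD, cut at about 24% in these data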;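 note: 0% = enzyme with DMSO and 100% = wells lacking PAFAH1B2; many of its hits are not listed in these tables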
EBNA-1 inhibitor – EBNA-1 DNA-binding inhibitors, primary screen, biochemical, fluorescence polarization; 300,000 tested, 0.34% active; inhibition, % at 14.8 µM; in the data active = inhibition above about 28%
pPAFAH FP inh – pPAFAH enzyme inhibitors, primary screen, biochemical, fluorescence polarization, human; 330,000 tested, 1.5% active; recombinant pPAFAH, FP-rhodamine probe fluorescence polarization; inhibition, % at 3.39 µM; Platelet-activating factor acetylhydrolase (Homo sapiens), Q13093;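 active = inhibition above the mean inhibition across the screen plus 3 SD, cut at about 25% in these data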;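 note: inhibitors block binding of the rhodamine activity-based probe so polarization drops; 0% = enzyme with DMSO and 100% = wells lacking pPAFAH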
PREPL inhibitor – PREPL enzyme inhibitors, primary screen, biochemical, fluorescence polarization. AID 2751, 2010. 320,000 tested, 0.68% active. Prolyl endopeptidase-like (Homo sapiens), Q4J6C6. recombinant PREPL, fluorescence polarization activity-based probe. inhibition, % at 5.96 µM; in the data active = inhibition above about 43%;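 note: 0% = enzyme with DMSO and 100% = wells lacking enzyme; many of its hits are not listed in these tables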
Target sequence (Q4J6C6 whole entry, looked up): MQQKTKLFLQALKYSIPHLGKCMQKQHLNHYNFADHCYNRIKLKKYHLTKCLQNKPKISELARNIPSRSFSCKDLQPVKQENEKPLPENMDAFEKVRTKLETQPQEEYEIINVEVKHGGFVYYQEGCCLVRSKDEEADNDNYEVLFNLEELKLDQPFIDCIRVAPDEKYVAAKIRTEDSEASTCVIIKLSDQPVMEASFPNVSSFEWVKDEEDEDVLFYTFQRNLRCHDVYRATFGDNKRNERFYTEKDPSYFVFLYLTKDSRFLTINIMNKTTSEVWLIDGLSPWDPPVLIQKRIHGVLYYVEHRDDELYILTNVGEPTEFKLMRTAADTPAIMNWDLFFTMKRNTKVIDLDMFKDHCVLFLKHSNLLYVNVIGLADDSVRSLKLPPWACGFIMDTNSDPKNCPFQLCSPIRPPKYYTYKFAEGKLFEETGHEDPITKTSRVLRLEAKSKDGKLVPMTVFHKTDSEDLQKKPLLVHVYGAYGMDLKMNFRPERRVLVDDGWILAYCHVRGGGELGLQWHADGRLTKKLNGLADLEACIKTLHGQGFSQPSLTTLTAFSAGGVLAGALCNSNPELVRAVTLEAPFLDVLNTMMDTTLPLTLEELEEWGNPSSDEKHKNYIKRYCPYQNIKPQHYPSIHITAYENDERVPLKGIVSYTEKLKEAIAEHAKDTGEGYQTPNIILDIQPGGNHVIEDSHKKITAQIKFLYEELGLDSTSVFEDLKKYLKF
LYPLA2 counter – LYPLA2 inhibitors, primary screen, counter-screen for PME1 inhibitor project, biochemical, fluorescence polarization, FP-Rh probe ABPP. Acyl-protein thioesterase 2 (Homo sapiens), O95372. recombinant LYPLA2. inhibition, % at 5.9 µM. 320,000 tested, 0.38% active;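 active = inhibition above the screen-wide mean plus 3 SD, limit set per campaign, cut at about 26% in these data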;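 note: 0% = LYPLA2 with DMSO and 100% = wells lacking LYPLA2 enzyme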
LYPLA1 inh – LYPLA1 inhibitors, primary screen, counter-screen for PME1 inhibitor project, biochemical, fluorescence polarization, FP-Rh probe ABPP; recombinant LYPLA1; 320,000 tested, 0.16% active; inhibition, % at 5.9 µM;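 active = inhibition above the mean of all tested compounds plus 3 SD, set per campaign, cut at about 14% in these data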;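 note: inhibitors block serine hydrolase probe labeling of LYPLA1 so polarization falls; 0% = enzyme with DMSO and 100% = wells lacking LYPLA1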
PAFAH2 inh – PAFAH2 enzyme inhibitors, primary screen, biochemical, fluorescence polarization, human; Platelet-activating factor acetylhydrolase 2, cytoplasmic (Homo sapiens), Q99487; recombinant PAFAH2, FP-rhodamine activity probe; inhibition, % at 3.39 µM; 340,000 tested, 0.99% active;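 active = inhibition above the mean over all tested compounds plus 3 SD, cut at about 30% in these data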;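 note: inhibitors block probe labeling of enzyme so polarization drops; 0% = enzyme with DMSO and 100% = wells lacking PAFAH2 protein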
PAFAH1B3 FP inh – PAFAH1B3 enzyme inhibitors, primary screen, biochemical, fluorescence polarization, human; recombinant PAFAH1B3, FP-rhodamine probe; inhibition, % at 3.39 µM; 340,000 tested, 0.28% active; AID 492972, 2010;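 active = inhibition above the screen-wide average of all tested compounds plus 3 SD, cut at about 25% in these data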;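 note: 0% = enzyme with DMSO only and 100% = wells lacking PAFAH1B3 protein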
* = called active by the depositor; . = not tested or not shown; & = joins results of further samples. The list is partial; the hit share may differ from the screen's.

compound,pPAFAH FP inh,LYPLA2 counter,EBNA-1 inhibitor,PAFAH1B3 FP inh,PAFAH2 inh,PREPL inhibitor,LYPLA1 inh,ZTA counter,PAFAH1B2 inh
CC(C)(C)c1ccc(/C=N/Nc2ccc(C(=O)O)cc2)cc1,14,14,2,4,16,2,0,12,12
CCCn1ccc(O)c(Cc2ccc(Cl)cc2)c1=O,-1,5,-4,3,-4,-3,2,2,4
COc1ccc(/C=C(\C#N)C(=O)OCC(=O)Nc2c(C)cccc2C(C)C)cc1,1,2,-13,6,16,1,0,12,-1
CN1/C(=C\C(=O)c2ccco2)c2ccccc2CC1(C)C,-7,-3,-12,10,-1,15,0,1,6
COc1ccccc1N1CCN(C(=O)CSc2ncnc3scc(-c4ccccc4)c23)CC1,19,-4,-5,-3,-9,7,-6,-26,-1
CN(C)c1ccnc2c[cH-]cc12.[Fe].c1ccc(-[c-]2[c-](-c3ccccc3)[c-](-c3ccccc3)[c-](-c3ccccc3)[c-]2-c2ccccc2)cc1 (stereo unspecified),2&-3,0&0,6&7,2&6,3&5,13&-9,3&1,9&-5,1&0
Nc1cccc2c1C(=O)N(CC(=O)NC13CC4CC(CC(C4)C1)C3)C2=O,7,8,-3,2,12,1,2,-2,6
O=C(Cc1ccc(Br)cc1)NCCc1ccc(Cl)cc1Cl,0,-2,3,-2,-4,-18,0,2,27*
Cc1ccc(N(CCC#N)C(=O)CSc2ccc3c(c2)OCCO3)cc1,2,7,7,1,8,-25,1,-23,2
CC(C(=O)Nc1ccc(C#N)cc1)N(C)CC(=O)Nc1cccc(F)c1 (stereo unspecified),4,3,-14,9,-3,-19,-3,-16,4
Cc1cc(OCC(=O)O/N=C(\N)c2ccccc2)ccc1Cl,3,-1,1,8,3,2,-1,3,0
CCOc1ccc(CCNC(=O)c2ccccc2OCc2c(C)noc2C)cc1OCC,3,-1,-14,0,1,21,-2,14,-1
COc1ccccc1OC(C)C(=O)N1CC(=O)Nc2ccccc21 (stereo unspecified),2,0,9,4,7,1,3,0,0
O=C(/C=C/c1cccs1)N1CCN(c2ccccc2)CC1,6,2,3,2,-3,11,3,-2,1
O=C(CN1CCN(CC(=O)Nc2ccccc2Cl)CC1)Nc1ccc(F)c(F)c1,0,11,0,12,-2,-8,0,10,2
COc1ccc2c(=O)c3c(=O)n(-c4ccccc4)c(-c4ccco4)nc3oc2c1,-2,4,-7,-5,5,8,1,-6,5
COc1ccc(CCN2C(=O)CSC2c2ccc(OC)c(OC)c2)cc1OC (stereo unspecified),3,0,0,5,-2,-2,1,-4,0
CCOC(=O)CNC(=O)c1ccc(C)cc1,0,1,4,0,-12,13,0,3,4
COc1ccc([C@@H](NC(=O)OC(C)(C)C)C(=O)OC(C)(C)C)cc1,0,-5,.,1,-1,2,-2,-6,2
COc1ccc(NC(=O)COC(C)=O)cc1OC,-3,3,11,5,0,4,3,9,1
c1cncc(-c2nnc(SCc3nc4ccccc4[nH]3)o2)c1,0,-1,2,5,-2,5,0,-1,9
CN(CC(=O)NC(=O)NC1CCCCC1)c1ccccc1,0,-1,.,6,5,5,0,10,11
COc1ccc2cc3cc(C(=O)N4CCCCCC4)oc3nc2c1,-1,0,-12,7,-5,-3,1,0,3
CCC(=O)Nc1ccc(S(=O)(=O)c2ccc(NC(=O)CC)cc2)cc1,-9,5,-3,5,0,10,-3,6,7
CCOC(=O)C1=C(C)NC(=O)NC1c1c(O)ccc2ccccc12 (stereo unspecified),-2,-2,-2,9,9,-2,2,-24,5
CC(Nc1cc(=O)n(C)c(=O)[nH]1)c1ccccc1 (stereo unspecified),-2,-9,-5,1,5,-22,-4,-5,19
Cc1cc(Cl)c(OCCCCNC(C)(C)C)c(Br)c1,-4,-6,8,.,.,-14,-5,14,.
COc1ccc(C(=O)Nc2cnc3sc(C)nn3c2=O)cc1,4,5,-5,0,1,2,0,5,0
COc1ccc(CNC(=O)CCC(=O)N2CC(C)Oc3ccccc32)cc1 (stereo unspecified),-1,4,-8,-2,4,2,1,-13,3
CCOC(=O)CSc1nc(N)cc(=O)[nH]1,3,-3,6,0,-2,12,0,4,-1
O=c1n(-c2ccccc2)c(=O)n(Cc2ccccn2)n1Cc1ccccn1,2,14,2,-1,3,8,4,-14,3
COc1cccc(-c2cccc(NC(=O)C3CCN(Cc4cccc(C)n4)CC3)c2)c1,4,3,0,0,4,2,2,-1,-2
COCCn1c(=S)[nH]c2cc(C(=O)NCCc3ccccc3)ccc2c1=O,5,-1,1,4,0,-3,-4,0,-1
CC1CCN(C(=O)c2cccc(S(=O)(=O)N3CCCc4ccccc43)c2)CC1,6,5,3,-3,6,8,0,2,10
CC(C)(C)C1CCc2nc(NC(=O)Cc3cn4ccsc4n3)sc2C1 (stereo unspecified),3,-11,1,-4,-2,-1,-10,0,13
COc1ccc(NC(=O)N2CCC(C(=O)c3ccc4c(c3)OCCO4)CC2)cc1,7,8,9,7,-3,-2,1,-2,4
COc1ccccc1NC(=O)C1CCCN(C(=O)Nc2ccc(F)cc2)C1 (stereo unspecified),5,2,6,7,-2,0,-4,1,1
CC(=O)c1cccc(NC(=O)Nc2cccs2)c1,9,7,0,8,-5,18,-6,-12,5
CCOC(=O)c1c(NC(=O)c2cc(CC(C)C)on2)sc(C(C)=O)c1C,2,-6,-9,0,-2,5,-2,17,1
C/C(=N\NC(=S)Nc1ccc(F)cc1)C1CC1,2,-2,-7,26*,1,9,-1,6,7
COc1cccc(C(=O)OCn2nnc3ccccc3c2=O)c1,1,7,-5,9,37*,1,-1,0,7
Cc1cc(C(=O)N/N=C/c2cc(Br)ccc2OC(=O)c2ccc(Br)cc2)n[nH]1,5,0,11,.,.,1,-3,11,.
COc1ccccc1-c1nn(-c2ccccc2)cc1C(=O)NCC(c1ccco1)N1CCCC1 (stereo unspecified),1,-3,.,0,0,-8,-4,0,2
CCCCc1ncc(CN2CCN(Cc3ccc(C)cc3)C(CCO)C2)[nH]1 (stereo unspecified),5,4,10,8,-3,17,1,12,2
COc1cc(-c2nc3oc4ccccc4c(=O)c3c(=O)n2Cc2ccco2)cc(OC)c1OC,0,-4,8,0,0,1,-4,-4,9
Fc1ccccc1-n1[nH]nnc1=S,3,10,8,1,-1,5,3,-4,-2
Cc1cccc(NC(=O)CC2Nc3cccc4cccc(c34)NC2=O)c1 (stereo unspecified),20,5,-10,12,9,21,-3,12,3
COc1ccc(C2N=C(Nc3ccc(C)cc3)Nc3nc(C)cc(=O)n32)cc1 (stereo unspecified),-6,-7,2,-2,-3,9,0,7,2
O=C(NC1=NCCS1)C1CC(=O)N(c2ccccc2)C1 (stereo unspecified),1,0,3,-4,7,-2,1,8,5
CCOC(=O)Cn1nnnc1C(CC)N(Cc1cccs1)Cc1cc2ccc(OC)cc2[nH]c1=O (stereo unspecified),-2,0,0,6,-4,2,1,6,2

Following part
compound,pPAFAH FP inh,LYPLA2 counter,EBNA-1 inhibitor,PAFAH1B3 FP inh,PAFAH2 inh,PREPL inhibitor,LYPLA1 inh,ZTA counter,PAFAH1B2 inh
O=C(c1ccco1)N1CCCC(c2nc3c(nnn3Cc3ccccc3)c(=O)[nH]2)C1 (stereo unspecified),2,1,4,1,4,-9,1,13,2
COC(=O)[C@@H]1C2CCC(C(=O)Nc3ccccc3)(CC2)[C@@H]1C(=O)OC,0,2,12,7,2,-8,0,7,1
O=C(CCCC(=O)Nc1ccccc1Br)N/N=C/c1c(F)cccc1Cl,6,-6,2,7,-1,-8,-2,20,4
CCCCn1c(=O)c2ccccc2n2c(=S)[nH]nc12,3,-2,-4,2,4,0,-2,8,6
Cc1ccccc1-n1nc(C)c2cc(C(=O)N3CCN(S(=O)(=O)c4ccc(Cl)cc4)CC3)sc21,4,10,0,1,-3,1,2,-5,1
COc1cccc(C(=O)N2CCC(N3CC(C)OC(C)C3)CC2)c1 (stereo unspecified),3,5,5,0,11,2,1,2,6
CN(C)c1ccc(/C=N/NC(=O)CCc2nc3ccccc3[nH]2)cc1,4,-5,2,4,-1,-9,-3,0,6
Cc1c(O)c2ccccc2oc1=O,3,3,9,5,-5,-1,1,1,4
c1cc(CSc2nnc(-c3ccc4c(c3)OCO4)o2)ccn1,5,6,-3,0,-4,-1,4,-6,1
Cc1cccc(C(=O)NNC(=O)c2ccccc2-n2cccc2)c1,2,1,-11,2,5,6,4,5,9
COc1ccc(/C=C2\SC(=S)N(NC(=O)c3csc4c3CCCC4)C2=O)cc1,-4,-24,13,-4,3,12,-14,-11,2
Cc1nc2ccc(NC(=O)c3ccc(Br)o3)cc2s1,0,-2,10,-9,-4,-2,-6,2,9
CC1=C(C(=O)O)N2C(=O)C(NC(=O)c3ccccc3Cl)C2SC1 (stereo unspecified),2,-10,-3,2,-6,-2,-7,3,4
CC1(C)Cc2c(cnn2-c2ccccc2)C(=O)/C1=N\NC(=O)c1ccccc1,0,1,9,3,3,0,0,9,6

High-throughput results (PubChem)
